KLK7 zymogen act – proKLK7 zymogen activators, primary screen, biochemical, fluorescence intensity. purified proKLK7, EDANS-DABCYL substrate fluorescence; 100% is mature enzyme control, 0% vehicle. activation, % at 7 µM. Kallikrein-7 (Homo sapiens), P49862. 370,000 compounds, 0.9% hits;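 active = activation above the mean of all tested compounds plus 3 SD, computed per campaign excluding outliers beyond control limits, cut at about 13% in these data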
Target sequence (P49862 whole entry, looked up): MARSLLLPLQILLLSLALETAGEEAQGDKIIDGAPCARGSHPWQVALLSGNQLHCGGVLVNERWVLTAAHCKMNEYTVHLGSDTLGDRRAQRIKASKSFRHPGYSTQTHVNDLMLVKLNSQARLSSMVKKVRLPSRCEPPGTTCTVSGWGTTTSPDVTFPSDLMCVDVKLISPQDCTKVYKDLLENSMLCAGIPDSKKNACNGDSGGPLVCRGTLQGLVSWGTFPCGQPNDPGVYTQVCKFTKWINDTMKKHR
hcDAF-12 act – H. contortus DAF-12 nuclear receptor activators, primary screen, cell-based, luminescence, HEK293, lit1-tk-luc reporter; HEK293 hcDAF-12 lit1-tk-luc reporter; 0% DMSO, 100% Δ7-dafachronic acid; activation, % at 6.8 µM; 370,000 compounds, 1.4% hits; AID 652067, 2013;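 active = activation above the mean of all tested compounds plus 3 SD, cut at about 5.5% in these data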;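 note: 100% = response to 3 µM Δ7-dafachronic acid high control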
GAA850 FXN act – FXN promoter activators, primary screen, cell-based, luciferase luminescence, HEK293 lucGAA850 | HEK293 lucGAA850 FXN promoter luciferase reporter, 24 h; percent of 10 µM SAHA response | activation, % at 6 µM | 360,000 compounds, 0.56% hits;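 active = activation above the average of all compounds screened plus 3 SD, cutoff fixed separately per campaign, cut at about 7.5% in these data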;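 note: 0% = DMSO wells and 100% = 10 µM SAHA wells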
ssDAF-12 act – S. stercoralis DAF-12 nuclear receptor activators, primary screen, cell-based, luminescence, HEK293, GRIP1 co-expression, lit1-tk-luc | Nuclear hormone receptor DAF-12 (Strongyloides stercoralis) | HEK293 ssDAF-12/GRIP1 lit1-tk-luc reporter; % of 3 µM dafachronic acid response | activation, % at 6.8 µM | 370,000 compounds, 1% hits;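 active = activation above the mean over all tested compounds plus 3 SD, cut at about 0.9% in these data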;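 note: 0% = DMSO-only wells and 100% = 3 µM delta7-dafachronic acid wells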
DAX1 inh-1 – DAX1 (NR0B1) inhibitors, primary screen, cell-based, HEK293, Gal4-DAX1, luciferase luminescence; Nuclear receptor subfamily 0 group B member 1 (Homo sapiens), P51843; HEK293 Gal4-DAX1 luciferase reporter; inhibition, % at 6.75 µM; 340,000 compounds, 0.99% hits; AID 504766, 2011;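 active = inhibition above the mean over all tested compounds plus 3 SD, cut at about 4.2% in these data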;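 note: 0% = DAX1-transfected cells with DMSO and 100% = empty-vector control cells with DMSO; inhibition shows as a rise in luminescence from relieved DAX1 repression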
Target sequence (P51843 207-470 limits assumed): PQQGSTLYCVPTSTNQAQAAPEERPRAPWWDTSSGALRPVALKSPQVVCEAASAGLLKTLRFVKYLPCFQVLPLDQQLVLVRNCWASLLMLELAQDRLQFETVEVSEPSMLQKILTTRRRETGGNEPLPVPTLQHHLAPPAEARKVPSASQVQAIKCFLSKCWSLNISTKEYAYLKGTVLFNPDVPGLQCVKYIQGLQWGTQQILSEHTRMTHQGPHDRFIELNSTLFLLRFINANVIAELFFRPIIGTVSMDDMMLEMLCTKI
GC-A act – GC-A stimulated cGMP production enhancers – HEK293 GC-A cells, cGMP TR-FRET, EC30 ANP, primary screen; 0% at EC30 ANP, 100% saturating ANP; activation, % at 10 µM; 370,000 compounds, 0.14% hits; in the data active = activation above about 40%
DAX1 inh-2 – DAX1 (NR0B1) inhibitors on StAR promoter, primary screen, cell-based, luminescence, SF-1 (NR5A1), full-length DAX-1; 370,000 compounds, 1.1% hits; AID 652010, 2013; HEK293T StAR-luciferase reporter, SF-1/DAX-1 repression relief; inhibition, % at 6.8 µM;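 active = inhibition above the mean over all tested compounds plus 3 SD, cut at about 3.6% in these data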;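 note: 0% = DAX-1 cells with DMSO and 100% = cells lacking DAX-1 with DMSO; higher inhibition means more luminescence from relief of DAX-1 repression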
SMARCA2 activ – SMARCA2 (BRM) function activators, primary screen, cell-based, luminescence, high throughput; MG213 cells, MMTV-luciferase reporter, dexamethasone, overnight; activation, % at 9.1 µM; 370,000 compounds, 1% hits; AID 652017, 2013; in the data active = activation above about 7.8%;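 note: 0% = vehicle wells and 100% = reference activator wells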
hgDAF12 agonist – H. glycines DAF-12 receptor agonists, primary screen, cell-based, luminescence, HEK293, GAL4 fusion, UAS-luciferase | activation, % at 6.8 µM | Nuclear hormone receptor DAF-12 (Heterodera glycines), GAL4 fusion | 370,000 compounds, 1.8% hits | AID 687014, 2013 | HEK293 GAL4-hgDAF12 UAS-luciferase reporter, agonist luminescence; normalized to butyrate control;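 active = activation above a cutoff set at the mean of all screened compounds plus 3 SD, cut at about 10% in these data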;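 note: 0% = DMSO wells and 100% = sodium butyrate wells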
GC-B act – human GC-B receptor activators, primary screen, HEK293 GC-B cells, cGMP TR-FRET, EC30 CNP | 0% at EC30 CNP, 100% saturating CNP | activation, % at 10 µM | 370,000 compounds, 0.11% hits | AID 1920062, 2024;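 active = activation at 10 µM reaching about 35% in either raw or pattern-adjusted values, limit read from the data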
HGIII-sPLA2 inh – human group III sPLA2 inhibitors, primary screen, biochemical, QFRET, BODIPY PC-A2 liposome substrate. 370,000 compounds, 0.56% hits. AID 743126, 2013. inhibition, % at 12.2 µM. Group 3 secretory phospholipase A2 (Homo sapiens), Q9NZ20. QFRET BODIPY PC-A2 liposome hydrolysis, fluorescence;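 active = inhibition above mean plus 3 SD of compounds lying within the high and low control bounds, cut at about 19% in these data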;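 note: 0% = median of test compound wells and 100% = no enzyme DMSO wells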
Target sequence (Q9NZ20 whole entry, looked up): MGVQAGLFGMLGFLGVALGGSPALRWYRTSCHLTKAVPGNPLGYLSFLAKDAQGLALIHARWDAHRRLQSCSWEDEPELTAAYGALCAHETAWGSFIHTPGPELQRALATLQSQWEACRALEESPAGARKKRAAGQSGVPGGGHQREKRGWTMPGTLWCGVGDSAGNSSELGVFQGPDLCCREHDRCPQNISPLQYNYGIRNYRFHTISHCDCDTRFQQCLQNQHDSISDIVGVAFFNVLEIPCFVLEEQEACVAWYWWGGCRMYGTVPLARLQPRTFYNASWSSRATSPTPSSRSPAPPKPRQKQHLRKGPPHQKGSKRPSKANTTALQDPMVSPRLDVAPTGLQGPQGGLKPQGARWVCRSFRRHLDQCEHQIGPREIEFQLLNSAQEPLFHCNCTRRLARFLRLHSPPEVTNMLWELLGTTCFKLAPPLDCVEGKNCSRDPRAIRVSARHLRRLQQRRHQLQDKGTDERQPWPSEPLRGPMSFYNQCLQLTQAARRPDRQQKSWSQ
An asterisk follows results filed as active; x = not tested or not shown.

SMILES	KLK7 zymogen act	hcDAF-12 act	GAA850 FXN act	ssDAF-12 act	DAX1 inh-1	GC-A act	DAX1 inh-2	SMARCA2 activ	hgDAF12 agonist	GC-B act	HGIII-sPLA2 inh
Cc1cccc(OCCNc2cc(N3CCN(C)CC3)ccc2[N+](=O)[O-])c1	-0.2	-1.5	1.4	-0.7	0.6	14	0.3	-1	-1.8	8	-7
Cc1ccc(C(=O)N2CC(C)CC(C)C2)cc1NC1=NC2CS(=O)(=O)CC2S1 (stereo not given)	0.0	1.4	0.1	-0.9	0.6	0	-0.3	1	-0.4	1	8
Nc1ccc2c(c1)C(=O)c1cc([N+](=O)[O-])ccc1-2	0.3	-0.5	1.3	-0.8	3.3	-6	-1.7	-1	-0.9	-6	29*
CCS(=O)(=O)N1CCC(N2CCC(C)CC2)CC1	0.6	-0.8	-0.1	-1.8	1.9	5	0.3	-4	-0.5	-2	16
Cc1[nH]c2ccccc2c1C(=O)C(C)Sc1nnc(C2CC2)o1 (stereo not given)	0.3	1.0	-0.9	-0.5	-0.1	-1	1.6	-5	4.3	-1	6
C/C(=N\NC(=O)c1ccc2ccccc2c1)c1cccnc1	-0.4	-1.6	1.5	-0.5	1.1	-3	1.8	-1	3.4	0	-1
Cc1ccc(C(=O)NCCCc2ccccc2)c(Cl)c1	0.1	6.5*	2.4	0.4	5.1*	3	2.0	4	15*	6	6
CCOc1cc(N2CCOCC2)c(OCC)cc1NC(=O)COC(=O)c1cccc2ccccc12	0.5	-1.6	-0.7	-1.5	0.8	34	0.0	-1	-1.3	31	4
Cc1cc(C(=O)O)ccc1-n1c(C)cc(C=C2C(=O)c3ccccc3C2=O)c1C	0.6	-0.2	3.9	-1.1	1.2	0	0.1	0	-3.9	-1	0
Nn1c(SCc2ccccc2)nc2ccccc21	-0.1	2.3	5.5	-0.3	1.3	0	0.7	12*	12*	-10	3
O=C(NCCCn1ccnc1)c1ccc(N2CCCCC2)c([N+](=O)[O-])c1	0.7	-0.2	0.5	-1.9	-1.1	2	-2.0	0	-3.7	2	-6
COc1cc(/C=C/c2cccc[n+]2C)ccc1OCC(=O)Nc1ccccc1	3.2	-1.4	-0.3	0.4	-0.7	0	-0.3	-4	2.3	4	-4
COc1ccc(-c2c(C(=O)c3ccccc3)[nH]c(N)c2C(=O)c2ccccc2)cc1OC	0.2	1.3	x	-1.1	x	-8	-0.6	-1	-2.5	-1	20*
O=C(N[C@H](Cc1ccccc1)C(=O)N(CCC1=CCCCC1)CC1CC1)[C@H]1O[C@@H](n2ccc(=O)[nH]c2=O)[C@H](O)[C@@H]1O	0.3	1.9	x	-0.9	x	1	0.7	1	0.3	4	-12
Cn1c(SCC(N)=O)nnc1C1CCN(S(=O)(=O)c2ccccc2C(F)(F)F)CC1	-0.7	-0.3	1.8	-0.6	-0.3	0	0.7	-2	0.2	4	-2
O=C(N/N=C/c1ccccn1)c1[nH]c2ccc([N+](=O)[O-])cc2c1-c1ccccc1	-0.9	-0.5	-2.7	-2.3	0.2	-32	-3.1	0	-4.5	-10	14
Cc1nnc(NC(=O)Cn2c(=O)sc3ccccc32)s1	-0.2	0.3	-0.6	-0.9	-0.3	2	1.0	8.4*	0.0	2	0
O=C(Cn1nnc(-c2ccccc2)n1)NNC(=O)c1cccc([N+](=O)[O-])c1	0.3	-1.5	-0.4	-0.5	1.2	3	-0.3	-3	-2.5	-3	-5
Cc1nnc(N2C(=O)c3oc4ccccc4c(=O)c3C2c2ccco2)s1 (stereo not given)	-1.8	-2.3	2.7	-0.5	-1.2	1	0.5	0	-0.7	-2	4
O=C(C1CC1)N1CCN=C1SCc1ccc(F)cc1	0.2	-1.5	-0.6	-1.2	-0.8	-3	0.7	-1	-2.9	-8	0
O=[N+]1C2=C(CCCC2)N([O-])C12CCCC2	-0.2	0.6	0.3	-0.2	-0.4	2	-0.3	1	1.0	-2	0
COc1ccc(OCC(=O)Nc2cccc3ncccc23)cc1	-0.1	-2.4	-1.3	-1.5	0.1	1	-0.4	-1	-1.4	-4	-2
Cc1ccc(-c2csc(N3CCC[C@@H]3C(=O)NCCn3c(-c4ccncc4)nc4ccccc43)n2)cc1	0.4	1.0	-5.5	-0.1	-2.5	-11	-1.0	-1	-4.2	-4	-7
Cc1cccc(C)c1NC(=O)C(c1ccc([N+](=O)[O-])cc1)N(C)C(=O)c1ccccn1 (stereo not given)	0.5	-0.7	-3.2	-0.8	-1.8	-4	-0.5	-3	-1.6	2	13
CCC(Sc1nnnn1C)C(=O)Nc1ccc(C(C)=O)cc1 (stereo not given)	0.1	2.5	1.5	-0.1	2.1	-1	0.5	4	6.0	0	2
Cc1ccc(-n2c(Cc3cccs3)nnc2SCc2ccc(C#N)cc2)cc1	0.1	-2.0	x	-1.4	x	-22	0.3	-3	1.4	-15	3
C/C=C/c1ccc(OCCCCn2cncn2)c(OC)c1	0.2	-1.2	1.5	-0.6	-0.1	4	-0.3	-2	1.0	7	-6
CC1=C(C)CC2(SC1)C(=O)N(c1ccccc1)N=C2N (stereo not given)	-0.5	0.9	2.3	-0.9	-0.2	9	-0.2	0	3.4	1	-5
Cc1cc(C)c2nc(N3CCC(C(=O)NCCCN4CCCCC4)CC3)sc2c1	0.0	-0.7	0.5	-1.3	1.4	-1	0.6	4	-0.5	-7	2
COC(=O)c1c(NC(=O)C2COc3ccccc3O2)sc2c1CCN(C(=O)OC)C2 (stereo not given)	0.3	-1.4	-0.3	-0.7	-0.8	4	-1.4	-1	-1.5	4	0
c1ccc(CSc2nnc3ccc(-c4ccco4)nn23)nc1	0.8	-0.6	4.2	-1.8	-0.1	0	0.3	-1	-0.2	2	-2
COc1ccc(CCNC(=O)c2c(-c3ccccc3Cl)noc2C)cc1	-0.1	-2.5	-0.4	-1.3	0.1	-13	-0.2	0	0.3	-10	-3
CCCN1CCN(C(=O)Cn2cccc2C(=O)c2ccccc2)CC1	0.4	-1.0	1.3	-1.3	-0.3	0	-0.5	-2	-2.0	2	1
NC(=O)c1ccccc1NC(=O)/C=C/c1c(Cl)cccc1Cl	0.0	-0.1	-2.6	-1.4	-0.6	0	2.3	6	9.2	1	1
COC(=O)C(Cc1ccc(O)cc1)NC(=O)c1ccccc1OC (stereo not given)	0.2	1.1	0.3	-1.0	-0.5	1	-0.4	-3	2.4	-2	-3
CCCC(=O)OC12CCCN(C1)/C(=C/c1cccc(OC)c1)C2 (stereo not given)	0.6	1.1	x	-0.7	x	-2	0.3	0	-0.8	4	3

Two entries picked at random from those above, as already listed:
SMILES	KLK7 zymogen act	hcDAF-12 act	GAA850 FXN act	ssDAF-12 act	DAX1 inh-1	GC-A act	DAX1 inh-2	SMARCA2 activ	hgDAF12 agonist	GC-B act	HGIII-sPLA2 inh
CCCC(=O)OC12CCCN(C1)/C(=C/c1cccc(OC)c1)C2 (stereo not given)	0.6	1.1	x	-0.7	x	-2	0.3	0	-0.8	4	3
C/C=C/c1ccc(OCCCCn2cncn2)c(OC)c1	0.2	-1.2	1.5	-0.6	-0.1	4	-0.3	-2	1.0	7	-6

Other compounds.
SMILES	KLK7 zymogen act	hcDAF-12 act	GAA850 FXN act	ssDAF-12 act	DAX1 inh-1	GC-A act	DAX1 inh-2	SMARCA2 activ	hgDAF12 agonist	GC-B act	HGIII-sPLA2 inh
Cc1ccc(NC(=O)CN(C)C(C)C(=O)Nc2ccc(S(=O)(=O)N3CCCC3)cc2)cc1 (stereo not given)	0.2	0.2	-3.0	-1.0	-0.6	-5	-4.5	-2	-2.0	-3	-12
CCOC(=O)Cc1c(C)nc2c(-c3ccccc3OC)c(C)nn2c1C	0.3	-1.0	-2.7	-0.6	0.2	4	0.7	-2	0.7	3	0
c1ccc2c(c1)oc1c(NCCCn3ccnc3)ncnc12	-0.7	-1.5	3.3	-1.0	-0.1	1	-0.1	0	2.2	-6	-3
COc1ccc(NC(=O)/C(=C\c2ccc(F)cc2)NC(=O)c2ccco2)cc1	0.4	-1.2	-1.4	-1.0	-0.4	-4	-0.2	0	-1.7	-3	6
c1ccc(-c2nnc3n2CCCC3)cc1	0.2	-0.8	-1.1	-0.8	0.5	3	0.9	3	-0.6	4	0
O=[N+]([O-])c1ccc(S(=O)(=O)Nc2cccc(-c3ccc(N4CCCC4)nn3)c2)cc1	0.5	-0.8	2.4	-1.1	2.8	2	-0.6	4	-1.2	-3	-21
Cc1cccc(NC(=O)CNC(=O)CN2C(=O)NC3(CCCCC3C)C2=O)c1C (stereo not given)	0.3	-0.5	0.0	-0.7	0.0	1	2.0	4	0.6	2	4
COc1ccc(CCNC(=O)CCN2C(=O)[C@@H]3Cc4ccccc4CN3C2=O)cc1	-0.1	1.3	0.1	-1.6	-0.3	2	0.9	0	-3.3	3	7
CCc1ccccc1NC(=S)NCc1ccc2c(c1)OCO2	0.1	-0.6	-0.4	-1.8	0.7	-2	-1.2	-1	-0.1	-4	13
CCCCNC(=S)N(C)/N=C/c1c(F)cccc1F	-0.4	-0.8	0.6	-1.5	1.4	-3	0.2	-2	-1.7	1	7
Cc1ccc(C2=C/C(=C\c3cccnc3)C(=O)O2)cc1	-0.3	-1.8	1.3	-1.6	-0.9	-1	-0.1	5	-0.6	-15	3
Cc1cccc(NC(=S)/N=C(\N)Nc2nc(C)c3ccc(C)cc3n2)c1	-0.2	0.6	-1.2	-1.4	-0.6	1	-0.5	0	1.1	0	0
NCC(O)CN(c1ccccc1)c1ccccc1 (stereo not given)	0.3	-0.2	2.2	-1.0	1.6	2	0.2	-2	-2.1	-3	0
CC(C)(C)NC(=O)CN(C(=O)CS(=O)CC(=O)Nc1ccc(F)cc1)c1cccc(F)c1 (stereo not given)	0.2	-0.3	-1.6	-1.2	0.4	1	-0.5	-3	-3.5	3	-4
CC(C)(C)CN1CCN(Cc2nc(-c3ccc(F)cc3)cs2)CC1CCO (stereo not given)	-0.4	-5.0	-0.9	-2.5	-4.5	6	-1.4	-5	-6.5	3	3
CC(C)[C@H]1CC[C@@H](C)C(C(=O)c2ccccc2)C1=O (stereo not given in full)	0.1	-0.7	-1.5	-1.6	0.0	-1	-0.6	-4	2.4	1	7
CC1(C(=O)NS(=O)(=O)c2cccc(C#N)c2)CCN1C(=O)C1CCCCC1 (stereo not given)	0.2	2.0	-0.2	-1.4	x	0	1.6	-3	-0.3	0	1
CCOC(=O)C1CCCN(C(=O)c2cn(CC(C)C)c(=O)c3cc(OC)c(OC)cc23)C1 (stereo not given)	-0.2	-0.9	0.6	-0.9	-0.4	-5	0.0	-1	0.8	-6	-8

Screening results (PubChem BioAssay)
